Measles CPE = protection of cells from measles virus. Measles virus-infected cells, CPE protection, absorbance. protection (pct of control), % at 4 µM. 140,000 tested, 1.5% active. AID 841; in the data active = protection mostly above about 24%, no sharp cut-off; inactive = mostly below about 26%; note: some compounds called inactive have numbers as strong as hits
MRP1 act = MRP-1 activation; viability increase, % at 10 µM; 140,000 tested, 0.61% active; H69AR cells + doxorubicin, viability rescue, CellTiter-Glo;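 active = viability gain under doxorubicin at or above a set limit, the compound median plus 3 SD, cut at about 4.7% in these data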;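 note: MRP-1 overexpressing cells given doxorubicin 25 µM after compound pretreatment; 18-22 h compound pretreatment then 72 h with doxorubicin before readout; 0% = doxorubicin-only wells and 100% = vehicle-treated cells without doxorubicin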
Phagocytosis inh = macrophage phagocytosis inhibition; J774A.1 macrophage IgG-bead phagocytosis, imaging; inhibition, % at 5 µM; 110,000 tested, 0.07% active; AID 1029;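 active = inhibition above the mean of the plate negative controls plus 5 SD, cut at about 13% in these data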;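 note: phagocytic index as fraction of beads internalized from green versus red external bead signal; plate controls were DMSO negative control for no effect and cytochalasin-D positive control for full effect; some results beyond the cut were filed as inactive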
HCT116 PTEN-null = growth suppressors of cells with PTEN tumor suppressor deletion; 140,000 tested, 1.2% active; viability, % at 10 µM; AID 827; HCT116 PTEN-null viability, CellTiter-Glo, 60 h; stronger effect = lower value;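 active = viability at or below a set limit, 4 SD under the median of all tested compounds, cut at about 3.7% in these data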;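 note: PTEN knockout HCT116 line with beta catenin targeted HCT116 as companion control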
Yeast life ext = extends the lifespan of yeast; S. cerevisiae growth with nicotinamide, OD615; deaD strain in restrictive glucose medium; inhibition of the nicotinamide effect, % at 10 µM; 130,000 tested, 0.68% active;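 active = inhibition above a set limit, placed 3 SD over the median of all compounds, cut at about 26% in these data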;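 note: 0% = nicotinamide-treated wells and 100% = cells grown without nicotinamide; some compounds called inactive have numbers as strong as hits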
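assay system = DeaD-strain S. cerevisiae | buffer or medium = restrictive glucose medium | reagent = 1.5 mM nicotinamide | compound = 10 µM single point, 0.25% DMSO | incubation = 48 h compound exposure at 30 °C, humidified | signal = OD615 measurement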
HCT116 bCat-KO = beta-catenin-lacking colon tumor cell growth suppression; 140,000 tested, 1.5% active; viability, % at 10 µM; HCT116 beta-catenin knockout viability, CellTiter-Glo, 60 h; stronger effect = lower value;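 active = viability at or under a set limit, the compound median less 4 SD, cut at about 6% in these data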;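 note: 0% = Hyamine 1622 control at 20 µM and 100% = untreated cell control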
E-sel TNF inh = blocks E-selectin expression induced by TNF alpha; HUVEC TNFa-induced E-selectin immunofluorescence, high content; inhibition, % at 2 µM; 120,000 tested, 0.71% active;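 active = inhibition above the batch mean plus 3 SD, and confirmed as a hit on visual image review, cut at about 43% in these data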;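 note: 0% = TNF-stimulated DMSO wells and 100% = unstimulated control wells; not every result past the cut was called active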
NPY Y2 blocker = NPY-Y2 (human) receptor antagonism | inhibition, % at 2.7 µM | NPY-Y2 expressing cells, antagonist mode | 140,000 tested, 0.99% active | P49146; in the data active = inhibition above about 17%;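 note: 0% = vehicle with agonist challenge and 100% = reference antagonist with challenge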
Target sequence (P49146 whole entry, looked up): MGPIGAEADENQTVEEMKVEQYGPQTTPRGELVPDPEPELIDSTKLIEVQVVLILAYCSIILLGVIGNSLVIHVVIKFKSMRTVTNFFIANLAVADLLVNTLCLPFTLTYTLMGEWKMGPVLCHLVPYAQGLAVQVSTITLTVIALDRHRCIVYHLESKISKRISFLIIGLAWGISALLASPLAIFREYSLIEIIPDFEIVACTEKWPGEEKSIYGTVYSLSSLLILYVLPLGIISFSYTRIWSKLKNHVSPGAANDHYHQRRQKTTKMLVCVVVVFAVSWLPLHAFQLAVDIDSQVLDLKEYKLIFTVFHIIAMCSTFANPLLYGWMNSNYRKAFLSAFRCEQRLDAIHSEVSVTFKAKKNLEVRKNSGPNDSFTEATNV
GALR2 blocker = blocks the human galanin receptor 2. GALR2-expressing cells, antagonist mode. O43603. 140,000 tested, 0.39% active. inhibition, % at 4 µM; in the data active = inhibition above about 27%;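 note: cells stimulated with galanin 1-16 at roughly its EC80; 0% = agonist challenge control and 100% = basal control without agonist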
Target sequence (O43603 whole entry, looked up): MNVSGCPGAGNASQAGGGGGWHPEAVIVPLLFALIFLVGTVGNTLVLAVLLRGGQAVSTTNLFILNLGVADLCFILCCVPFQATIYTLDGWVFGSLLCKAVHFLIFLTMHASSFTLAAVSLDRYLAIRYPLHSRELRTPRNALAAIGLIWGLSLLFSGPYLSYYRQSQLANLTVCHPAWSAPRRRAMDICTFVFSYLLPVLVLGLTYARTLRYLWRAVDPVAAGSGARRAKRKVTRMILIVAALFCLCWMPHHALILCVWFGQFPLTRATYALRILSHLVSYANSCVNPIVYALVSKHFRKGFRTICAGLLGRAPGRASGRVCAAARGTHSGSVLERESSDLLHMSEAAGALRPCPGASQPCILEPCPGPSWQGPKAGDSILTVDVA
Yeast growth inh = yeast BB579 growth reduction in restrictive medium. S. cerevisiae BB579 growth, OD615, 48 h. inhibition, % at 10 µM. 140,000 tested, 0.51% active;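 active = inhibition above a set limit, 3 SD over the mean compound inhibition, cut at about 44% in these data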; note: inactives centre near -24
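System: Saccharomyces cerevisiae DeaD strain BB579, replicative lifespan model yeast | Buffer or medium: Restrictive glucose-based CSMM-D medium | Times: 4 h preincubation and 48 h exposure at 30 °C | Detection: OD615 turbidity measurement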
* hit, by the source's call; · = no result given.

Structure,Measles CPE,MRP1 act,Phagocytosis inh,HCT116 PTEN-null,Yeast life ext,HCT116 bCat-KO,E-sel TNF inh,NPY Y2 blocker,GALR2 blocker,Yeast growth inh
COc1cccc(NC(=O)CSc2nnc(-c3cccc(OC(C)C)c3)n2N)c1,8,-1.0,0,101,-6,100,-8,-1,-4,-40
CCCCC(=O)Nc1ccc(C(=O)NCCc2ccccc2)cc1,3,-2.7,-12,100,-2,82,24,2,3,-18
Cc1ccc(CNC(=O)CN2C(=O)C3(OCCCO3)c3ccccc32)cc1,8,-0.5,0,88,0,97,5,2,4,-10
O=C(CCl)c1ccc(Cc2ncc(C(F)(F)F)cc2Cl)s1,5,-1.4,2,108,68*,93,8,3,-4,-13
COc1ccc(-c2nc(SCC(=O)Nc3cc(C)on3)n[nH]2)cc1,9,0.2,0,102,-11,100,-1,3,1,-10
CCOC(=O)N1CCN(C(=O)CN(C2CCCCC2)S(C)(=O)=O)CC1,22,-0.6,2,106,-9,98,-3,7,2,-34
C=CCn1c(SCc2nc3ccccc3[nH]2)nnc1-c1ccc(OC)cc1,7,-2.2,0,85,-15,81,14,1,23,-26
O=C(COC(=O)c1c2c(nc3ccccc13)CCCCC2)NCc1ccc2c(c1)OCO2,3,-1.0,-12,76,2,74,·,25*,-1,-39
CN(CC(=O)Nc1ccc(F)c(F)c1)S(=O)(=O)c1cccc2nsnc12,2,-2.7,·,59,17,84,·,6,-3,-13
CCCn1c(NCc2ccccc2NS(=O)(=O)c2ccc(C)cc2)nc2ccccc21,4,-3.8,-6,44,6,69,-13,-1,21,-34
O=C(NCc1ccco1)c1ccc(N2CCCC2=O)cc1,3,-1.4,-3,114,-6,103,0,3,-11,-49
C=CCn1c(SCC(=O)/C(C#N)=C(\C)N)nc2sc(CC)cc2c1=O,2,-1.6,·,94,-3,97,-11,4,3,-31
COc1nc(-c2ccccc2)ccc1-c1noc(COc2ccccc2)n1,25,0.9,-1,96,-5,89,12,10,-5,-13
CC(C)OCC(O)CS(=O)(=O)Cc1ccccc1 (centres undefined),22,2.6,-1,99,-8,104,4,-2,-4,3
O=C(CCn1nnc(-c2cccs2)n1)NCc1ccccc1Cl,4,-1.1,-2,82,-12,70,12,8,-10,-35
CC(=O)c1c(C)oc2ccc(O)c(CN3CCOCC3)c12,12,-0.4,0,86,-6,92,-43,1,-6,10
CC(=O)NCC(=O)OCC(=O)c1ccc(C)c(C)c1,12,-0.4,3,106,-1,103,-10,3,-16,12
CCO/C=C1/C(=O)N(CC)c2ccccc21,2,-3.6,-3,93,-8,88,-60,3,0,-13
CCOC(=O)c1c(NC(=O)C2=C(C)NC(=S)NC2c2ccc(C)cc2)sc(C)c1C (centres undefined),6,-0.3,-1,68,0,77,-8,-1,-10,-8
O=C(NCC1CCCO1)C1CCC(=O)N1Cc1ccccc1Cl (centres undefined),7,-3.4,0,103,-6,103,16,0,7,-22
COc1cc(CC(NC(C)=O)C(=O)NC2CCN(c3nc(C)cc(C)c3C#N)CC2)cc(OC)c1 (centres undefined),6,-4.8,-4,100,-5,97,-42,1,7,1
COC(=O)c1sccc1NC(=S)N1CCN(c2cc(C)ccc2C)CC1,17,-2.6,-4,50,-3,67,1,9,5,-54
CC(C)N(c1ccccc1)c1ccc(NC(=O)C2CCCO2)cc1 (centres undefined),2,0.6,-1,91,-8,88,-15,4,11,-11
COc1ccc(OC)c(S(=O)(=O)N2CCC(C(=O)Nc3ccc(C)c(C)c3)CC2)c1,7,-3.0,·,57,-5,71,-13,4,1,-30
CCOC(=O)N1CCN(CC(O)COC(CC)c2ccccc2)CC1 (centres undefined),47*,-3.3,-3,105,1,98,-7,-2,1,-14
Cc1ccc(S(=O)(=O)Nc2cc(C(=O)NCCN3CCCC3)ccc2N2CCCCC2)cc1,11,-5.2,·,61,-8,65,·,11,0,5
COc1ccccc1N1CSC2=C(C#N)C(c3ccc(SC)cc3)CC(=O)N2C1 (centres undefined),24,-4.8,0,88,2,87,·,3,-2,1
C=CCNC(=O)c1ccc2c(c1)nnn2C,9,-0.2,-1,105,-10,99,·,1,-5,-23
CCOc1ccc(NC(=S)NC(=O)/C=C/c2ccc(OC)c(OC)c2)c([N+](=O)[O-])c1,3,-2.5,-2,28,-10,38,-6,0,-2,-43
COC(=O)Sc1nc(N2CCOCC2)c2c(c1C#N)CC(C)(C)OC2,25,-0.7,0,108,-7,109,·,1,-19,-48
CN1C(=O)SC(Nc2cccc3ccccc23)C1=O (centres undefined),24,-6.1,·,102,·,83,5,1,0,-3
CCOC(=O)c1c(-c2ccc(C)o2)csc1NC(=O)CN(C)CC(=O)Nc1ccc(C)cc1,7,-0.2,2,67,-3,61,-28,6,10,-93
Cn1c(=O)c2cn(-c3ccccc3)cc2n(C)c1=O,24,-1.8,·,92,-27,109,-1,2,6,-15
Cc1nc2c(C(=O)NCCc3ccccc3Cl)c[nH]n2c(=O)c1Cl,1,-1.0,3,103,6,89,-6,4,-1,-23
O=C1c2cccc3c(N4CCCCC4)ccc(c23)C(=O)N1c1ccccn1,9,-1.9,1,66,-4,66,·,4,13,-53
CCCc1cc(C(=O)Nc2cc(Br)ccc2O)no1,20,-3.8,-1,85,-12,81,-5,5,9,-10
CCOc1ccccc1N1CCN(C(=O)c2c(C)noc2C)CC1,4,-1.1,-3,86,-13,88,-15,1,14,-29
O=C(CC(=O)c1ccccc1O)c1ccc(F)cc1,7,-2.0,0,46,-18,54,3,8,12,53*
CC(=O)N1c2ccc(S(=O)(=O)CCC(=O)O)cc2CC1C (centres undefined),31,0.0,·,92,-1,107,-31,-1,-2,-12
O=C(NNC(=S)Nc1ccccc1Cl)C1CC1,6,0.0,-5,86,0,87,·,2,-5,-15
CCOc1ccc(N2CC(C(=O)Nc3cccc(C)c3C)CC2=O)cc1 (centres undefined),5,-3.8,1,101,-4,89,20,1,-6,-33
Cc1cc(C)c(S(=O)(=O)N2CCC(C(=O)NCc3ccco3)CC2)c(C)c1,16,-2.4,-2,96,-4,98,-28,6,1,-34
O=C(O)c1ccc(F)c(S(=O)(=O)Nc2ccccc2)c1,10,-1.4,0,110,-4,103,·,4,0,-5
CNC(=O)C1C2C=CC3(O2)C1C(=O)N(C1CC1)C3C(=O)NCc1ccc(OC)cc1 (centres undefined),9,0.4,-1,107,-5,95,-6,1,-1,-56
COC(=O)CSC1=C(C#N)C(c2ccccc2OC)C(C(=O)OC)C(=O)N1 (centres undefined),4,-3.0,-1,113,-15,98,-14,4,-1,-9

A different layout for 2 compounds above.
The line under a structure holds: Measles CPE	MRP1 act	Phagocytosis inh	HCT116 PTEN-null	Yeast life ext	HCT116 bCat-KO	E-sel TNF inh	NPY Y2 blocker	GALR2 blocker	Yeast growth inh
O=C(CC(=O)c1ccccc1O)c1ccc(F)cc1
    7	-2.0	0	46	-18	54	3	8	12	53*
CC(=O)N1c2ccc(S(=O)(=O)CCC(=O)O)cc2CC1C (centres undefined)
    31	0.0	·	92	-1	107	-31	-1	-2	-12

Later entries
Structure,Measles CPE,MRP1 act,Phagocytosis inh,HCT116 PTEN-null,Yeast life ext,HCT116 bCat-KO,E-sel TNF inh,NPY Y2 blocker,GALR2 blocker,Yeast growth inh
Cc1c(C(=O)N2CCCCC2)sc(NC(=O)C(C)C)c1C#N,18,-1.6,-1,103,-7,100,16,-3,-11,-8
COc1ccc(C(CC(=O)NCc2ccccc2)Sc2n[nH]c(-c3ccccc3)n2)cc1 (centres undefined),9,-0.3,-10,97,9,89,92*,3,-1,-40
O=C(NCc1ccccc1)Nc1cccn(Cc2ccc(F)cc2)c1=O,20,2.5,-8,100,4,87,·,5,6,-16
COc1ccc(CCNC(=O)C2CCCN(S(C)(=O)=O)C2)cc1OC (centres undefined),25,-4.0,-2,101,-7,99,7,1,-12,-11
COc1ccc(C=NCC2COc3ccccc3O2)cc1OC (centres undefined),11,-2.1,2,94,-4,96,14,0,-10,-36
Cc1ccc(C(=O)CSc2nnc(C)s2)cc1,1,-0.3,-7,101,-5,95,8,2,-10,-42
COc1cccc(OCc2nnc(SCC(=O)NCc3ccco3)n2CCc2ccccc2)c1,18,-3.4,0,96,-5,94,0,3,-9,-41
CC(C)(C)NC(=O)CSc1nc(-c2ccccc2)c(-c2ccccc2)[nH]1,2,-0.8,-2,82,0,75,4,1,6,-73
CCOc1ccc(NC(=O)CSc2nc3[nH]ncc3c(=O)n2-c2ccccc2OC)cc1,9,-1.1,-3,89,0,83,-12,1,-3,3
CC1CN(C(=O)C2CCCC2)C(C)CN1C(=O)C1CCCC1 (centres undefined),7,1.3,-3,97,10,94,-8,2,3,-31
CCC12CN3CC(CC)(CN(C1)C31C(=O)N(C)c3ccc(C)cc31)C2=O (centres undefined),7,-0.1,-2,89,·,80,·,·,·,-27
COc1cc(/C=C2\SC(=S)N(N3CCOCC3)C2=O)cc(OC)c1OC,15,-3.4,7,85,-7,66,·,2,10,-10
COc1ccc(C(=O)c2ccc(OC)c(OC)c2)cc1OC,6,-1.9,·,89,0,87,·,-1,-2,-48
CCOc1c(OC)cc(C2C(C#N)=C(N)Oc3n[nH]c(-c4ccncc4)c32)cc1OC (centres undefined),18,0.0,-1,97,-8,98,-19,-2,9,-16
O=C(COC(=O)/C=C/c1ccccc1)Nc1ccccc1Br,11,-1.2,·,94,-3,99,-10,12,3,-43
COC(=O)c1ccc(Sc2ccc(Cl)cc2)c(N)c1,9,-3.1,-1,62,-8,66,-4,2,0,-10
CCCC1=Nc2cc(C(=O)NCCCOC(C)C)ccc2Sc2ccccc21,5,-2.8,·,20,-4,18,47,4,-7,-22
Fc1ccc(CSc2nnc(CN3CCOCC3)n2-c2ccccc2)c(Cl)c1,7,-1.3,0,97,-10,90,·,2,-6,0
Cc1cccc(C)c1N1C(=O)CC(N(O)c2ccccc2)C1=O (centres undefined),4,-2.9,-2,80,-4,93,24,6,-8,-15
Cc1ccc(C)c(NC(=S)NNC(=O)c2ccc(Br)o2)c1,4,-3.2,·,94,-8,102,6,4,-11,-33
Cn1cc(SCC(=O)Nc2ccc3c(c2)OCO3)c2ccccc21,5,-0.9,1,89,-8,92,·,1,3,-18
O=C(CN1CCC(Cc2ccccc2)CC1)NC(=O)NCc1ccco1,12,-0.8,0,88,-2,90,15,5,-18,-24
CCCCN(CCCC)C(=S)N/N=C/c1c(C)[nH]n(-c2ccccc2)c1=O,3,-2.2,-1,11,-12,9,-42,2,-6,78*
COCCCn1c(SCC(=O)OC2CCCCC2)nnc1-c1cccs1,2,0.0,-1,107,-8,96,-9,2,-13,-26
c1ccc(C[n+]2c(-c3ccccc3)csc2Nc2ccccc2)cc1,13,1.3,·,77,7,72,·,6,11,-16

Source: PubChem BioAssay
